LYP inhibition – inhibitors of LYP phosphatase, biochemical, fluorescence intensity, uHTS (AID 1779); Tyrosine-protein phosphatase non-receptor type 22 (Homo sapiens); recombinant LYP phosphatase, fluorescence intensity; higher % means a stronger effect; inhibition, % at 11.5 µM; hits with a dose series show IC50 in µM; 0.054% of 290,000 active;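 note: plate controls were vehicle with enzyme for no effect and no enzyme for full effect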
SIAH1 antagonists – Siah-1 peptide-binding antagonists, primary screen, biochemical, fluorescence polarization, rhodamine-plectin, uHTS (AID 1817) | E3 ubiquitin-protein ligase SIAH1 (Homo sapiens) | 0.02% of 290,000 active | displacement, % at 20 µM, or IC50 in µM where a hit was titrated | Siah-1 / rhodamine-plectin peptide fluorescence polarization; higher % means a stronger effect;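 active = displacement of at least 50% at 20 µM, with a fluorescence ratio check between 0.3 and a set limit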;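 note: plate controls were Siah plus tracer with DMSO for no effect and tracer alone without Siah for full effect; strong numbers were not always called active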
P. falciparum M1AAP – P. falciparum M1AAP inhibitors, biochemical, fluorogenic H-Leu-NHMec substrate, 1536-well (AID 1445); 0.42% of 220,000 active; recombinant M1AAP, H-Leu-NHMec fluorogenic kinetic assay; higher % means a stronger effect; Aminopeptidase N (Plasmodium falciparum (isolate 3D7)); inhibition, % at 30 µM, or IC50 in µM where a hit was titrated;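 active = primary inhibition above the hit cutoff, then over 50% inhibition at one or more dose response concentrations, cut at about 23% in these data, passing the limit was not always enough; inconclusive = conflicting primary data, or primary hits not chosen for dose response; inactive = low primary inhibition, or under 50% at every dose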;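 note: plate controls were DMSO full reaction for no effect and no enzyme background for full effect; strong numbers were not always called active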
CSM14.1 death rescue – rescue of cells from ER stress-induced death, primary screen, 384-well, CSM14.1, thapsigargin, ATP luminescence (AID 1222); CSM14.1 thapsigargin-induced death rescue, ATP luminescence; higher % means a stronger effect; cellular ATP content (survival), % at 20 µM, or EC50 in µM where a hit was titrated; 190,000 tested, under 10 active;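 active = EC50 below 50 µM in the dose-response confirmation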;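 note: death triggered by thapsigargin at about 15 µM added after 2 h compound pretreatment; cell ATP read after overnight thapsigargin exposure of roughly 18 to 22 hours; normalized against plate controls of thapsigargin alone and 5% DMSO vehicle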
NOD2 inhibition – NOD2 signaling inhibitors, cell-based, luminescence, uHTS, HEK293 (AID 1566). inhibition, % at 4 µM; hits with a dose series show EC50 in µM. HEK293 NOD2/NF-kB luciferase reporter, luminescence; higher % means a stronger effect. 0.63% of 290,000 active; note: many of its hits are not listed in these tables
Hep lipid drop – inhibitors of hepatocyte lipid droplet formation, primary screen, imaging, high-throughput imaging, BODIPY stain; 0.4% of 240,000 active; AML12 mouse hepatocytes, oleate lipid droplets; AID 1656, 2009; inhibition, % at 6.5 µM;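 active = lipid droplet intensity inhibited by at least 50%, with more than 500 cells counted; inconclusive = wells with under 300 cells, treated as cytotoxic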
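Material – mouse AML12 hepatocyte cell line, fixed after treatment · Compound dosing – one dose, 6.5 µM compound · Times – compound with oleate, overnight · Measured by – Image-based BODIPY and DAPI two-channel analysis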
M17LAP inhibition – P. falciparum M17LAP inhibitors, primary screen, biochemical, fluorogenic H-Leu-NHMec substrate, 1536-well (AID 1619) | 0.38% of 220,000 active | inhibition, % at 30 µM, or IC50 in µM where a hit was titrated | recombinant M17LAP, H-Leu-NHMec fluorogenic kinetic assay; higher % means a stronger effect | Leucine aminopeptidase (Plasmodium falciparum (isolate 3D7));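 active = compound inhibiting the enzyme by more than half at any dose during confirmatory dose-response retesting; inconclusive = strong single-dose inhibitors picked by rank but not retested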;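 note: plate controls were full reaction with DMSO carrier for no effect and no enzyme background for full effect; strong numbers were not always called active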
AID2073 – inhibitors of Mint1-CaV2.2 protein interaction, biochemical, HTRF (AID 2073); Voltage-dependent N-type calcium channel subunit alpha-1B (Homo sapiens); HTRF protein-protein interaction, Mint1-CaV2.2; higher % means a stronger effect; one-dose inhibition, % at 20 µM; IC50 in µM for titrated hits; 0.19% of 290,000 active; in the data active = inhibition mostly above about 51%, no sharp cut-off; inconclusive = no clear call, values can overlap the other calls; inactive = mostly below about 53%; note: some results filed as inactive read as strong as hits
XIAP displacement – XIAP antagonists, biochemical, IAP family, fluorescence polarization (AID 1018). XIAP BIR domain, fluorescence polarization peptide displacement; higher % means a stronger effect. displacement, % at 20 µM; hits with a dose series show IC50 in µM. E3 ubiquitin-protein ligase XIAP (Homo sapiens). 0.007% of 200,000 active; in the data active = displacement above about 50%; note: a part of the inactive calls stands beside numbers as strong as those of hits
Hep lipid drop cells 6.5 µM – recorded beside Hep lipid drop, whose call it bears; cell count; measured here: cell count, cytotoxicity flag;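 cells counted across two imaged fields per well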
* hit, by the source's call; ? = inconclusive; · = no result given. Cut-off read from the data, not from the text of the source, unless noted: active = inhibition above about 50%; inactive = the rest. An excerpt. The share of hits here may be higher or lower than overall.

A first look, two compounds:
Fields: LYP inhibition	SIAH1 antagonists	P. falciparum M1AAP	CSM14.1 death rescue	NOD2 inhibition	Hep lipid drop	Hep lipid drop cells 6.5 µM	M17LAP inhibition	AID2073	XIAP displacement
1. C=CCNC(=O)c1cc(-c2ccccc2O)on1
    0%	1%	-4%	·	-58%	7	722	2%	3%	-0.1%
2. COc1cccc(/C=C/C(=O)OCC(=O)c2ccc3c(c2)NC(=O)CO3)c1OC
    5%	0%	1%	-0.3%	6%	13	690	-1%	13%	-7.4%

The whole of this part, previewed entries included:
Fields: LYP inhibition	SIAH1 antagonists	P. falciparum M1AAP	CSM14.1 death rescue	NOD2 inhibition	Hep lipid drop	Hep lipid drop cells 6.5 µM	M17LAP inhibition	AID2073	XIAP displacement
1. C=CCNC(=O)c1cc(-c2ccccc2O)on1
    0%	1%	-4%	·	-58%	7	722	2%	3%	-0.1%
2. COc1cccc(/C=C/C(=O)OCC(=O)c2ccc3c(c2)NC(=O)CO3)c1OC
    5%	0%	1%	-0.3%	6%	13	690	-1%	13%	-7.4%
3. Cn1c(=O)c2cc(S(=O)(=O)NC(Cc3ccccc3)C(=O)NCc3ccco3)ccc2n(C)c1=O (stereo not drawn)
    -10%	-3%	3%	0.7%	11%	·	·	-2%	-4%	-7.5%
4. COc1cccc(S(=O)(=O)Nc2ccc3c(c2)OCCO3)c1
    -7%	7%	·	·	25%	·	·	·	?	·
5. O=C(Nc1ccc2cn[nH]c2c1)c1c(Cl)cccc1Cl
    -3%	5%	-7%	2.7%	1%	29	593	8%	-8%	0.7%
6. CCc1ccc(NC(=O)CSCCN2C(=O)c3ccccc3C2=O)cc1
    -15%	-2%	20%	-2.7%	26%	31	700	3%	-1%	-4.5%
7. Cn1cnc([N+](=O)[O-])c1Oc1ccccc1
    -6%	-1%	8%	-2.5%	6%	22	641	-5%	-4%	-18%
8. O=C1c2nc3cc(-c4ccccc4)[nH]n3c(=O)c2CN1Cc1ccccc1
    -9%	-1%	11%	·	5%	-1	636	15%	26%	·
9. O=C(OCCOCCN=C1NS(=O)(=O)c2ccccc21)C1CC(=O)N(c2ccccc2)C1 (stereo not drawn)
    -7%	5%	3%	-2.3%	10%	2	749	1%	4%	-6.2%
10. COC(=O)COc1ccc(C(c2c(C)[nH][nH]c2=O)c2c(C)[nH][nH]c2=O)cc1
    -10%	5%	·	·	-7%	10	838	·	1%	·
11. O=C(NC(Cc1ccccc1)c1ccc2c(c1)OCCCO2)c1ccccc1F (stereo not drawn)
    -3%	-4%	-1%	-3.6%	-14%	-10	800	2%	3%	-5.2%
12. CCCCOc1ccccc1P(=O)(O)CP(=O)(c1ccccc1)c1ccccc1
    -7%	0%	8%	-1.5%	16%	·	·	-1%	1%	-3.1%
13. CN(CCNC(=O)CCNC(=O)Cn1ccc2ccccc2c1=O)Cc1ccccc1
    -3%	2%	4%	-0.1%	12%	·	·	12%	4%	-4.4%
14. CC(=O)C1=C(O)C(=O)N(CC#N)C1c1cccs1 (stereo not drawn)
    -7%	-2%	3%	-1.6%	-9%	·	·	17%	-4%	-1.6%
15. CCCn1cc(S(=O)(=O)CC(=O)N2CCc3ccccc32)c2ccccc21
    4%	-3%	-2%	·	-4%	0	737	5%	-4%	1.7%
16. O=C(c1cnn(C(=O)c2ccccc2)c1)c1ccccc1O
    -8%	21%	0%	-0.8%	9%	-1	722	73µM*	25%	1.9%
17. Cc1ccc(C(=O)CC2SC(N)=NC2=O)cc1 (stereo not drawn)
    -1%	6%	-5%	-1.1%	-1%	-27	586	0%	-5%	-4.0%
18. CC(=O)Nc1ccc(N2C(=O)CC(c3ccccc3)CC2=O)cc1
    -1%	1%	-7%	0.0%	12%	·	·	-8%	0%	-4.7%
19. COc1cccc(/C=C2\SC(=O)N(CCC(=O)NNC(=O)c3ccccc3Cl)C2=O)c1
    -9%	16%	7%	-0.6%	12%	12	735	4%	16%	-20%
20. COc1cccc(C(=O)Nc2cccc(C(=O)N3CCOCC3)c2)c1
    -1%	4%	6%	·	11%	1	710	-2%	5%	-2.6%
21. COc1ccc(Cn2c(-c3ccccc3)nc3c(c(=O)c4ccccc4n3C)c2=O)cc1
    4%	21%	6%	1.5%	12%	-4	703	-9%	16%	1.7%
22. Cc1ccc(CNC(=O)CCS(=O)(=O)c2ccc3c(c2)CC(C)N3C(=O)C2CC2)cc1 (stereo not drawn)
    -11%	9%	·	·	-23%	11	700	·	-2%	·
23. CC(C)(C)C1CCc2c(sc3c2C(=O)NC(c2ccco2)N3)C1 (stereo not drawn)
    9%	13%	11%	-1.8%	15%	1	738	21%	16%	-8.7%
24. CCOC(=O)C(NC(C)=O)C(=O)Nc1c(C)cccc1C (stereo not drawn)
    -8%	6%	12%	-0.4%	0%	-1	687	7%	14%	-3.0%
25. CSc1c2c(nc3ncnn13)CCC2
    -6%	10%	4%	0.2%	0%	3	735	9%	3%	1.2%
26. Cc1cccc(NC(=S)NN2CCN(C)CC2)c1
    -7%	-2%	3%	-0.6%	-13%	2	802	25%	29%	-5.2%
27. Cc1c2c(nc3ccccc13)CCC(C(C)(C)C)C2 (stereo not drawn)
    -2%	-5%	-1%	-2.9%	-32%	4	736	-13%	-6%	-8.6%
28. CCOc1ncnc2c1sc1nc(C)cc(C)c12
    1%	-5%	-1%	·	-26%	3	690	-6%	8%	·
29. Cn1c(=O)c2c(nc(CN3CCN(Cc4ccccc4)CC3)n2Cc2ccccc2)n(C)c1=O
    -4%	6%	-1%	-1.6%	-9%	10	685	9%	-5%	-4.0%
30. CCc1nn(C(C)C(=O)N2CCc3ccccc3C2)c(=O)c2cc3occc3n12 (stereo not drawn)
    -3%	-2%	2%	4.9%	7%	-16	786	5%	-7%	1.2%
31. COc1ccc(CC(=O)NCCc2cnc[nH]2)cc1
    -2%	0%	·	·	4%	-2	826	·	-1%	·
32. Cc1ccc(NC(=O)C2CCCN(S(=O)(=O)c3ccc(-n4cnnn4)cc3)C2)cc1 (stereo not drawn)
    -3%	4%	·	·	-4%	-7	796	·	11%	·
33. COc1cccc(C(=O)Nc2nnc(C(C)C)s2)c1
    -7%	12%	10%	-8.1%	-89%	-4	765	4%	2%	-2.9%
34. Cc1nc(-c2ccccc2)nc2[nH]c(=O)n(-c3ccccc3)c(=O)c12
    5%	2%	4%	-0.5%	-65%	12	797	-1%	2%	-17%
35. COc1cc(OC)c(OC)cc1CCC(C)NC(=O)Cc1ccccc1 (stereo not drawn)
    -6%	-3%	·	·	24%	-32	390	·	3%	·
36. O=C(O)Cn1nnnc1SCC(=O)Nc1ccc(OC(F)(F)F)cc1
    -1%	-2%	2%	-1.0%	-7%	·	·	5.2µM*	-2%	-4.8%
37. Cc1nc(C(=O)N2CCC(n3nccc3NC(=O)Nc3ccccc3Cl)CC2)cs1
    -9%	1%	·	·	11%	-14	681	·	1%	·
38. COc1ccc(C2c3ccc4ccccc4c3Oc3ncn(CCCN(C)C)c(=N)c32)cc1 (stereo not drawn)
    -13%	-3%	·	·	19%	-11	769	·	5%	·
39. COCCN1CCN(C(=O)C2CCC(=O)N(Cc3ccc(Cl)cc3)C2)CC1 (stereo not drawn)
    -6%	-2%	·	·	2%	-15	708	·	-2%	·
40. Cc1cc(NC(=O)CCC(=O)N(CC(=O)NCC2CCCO2)Cc2ccc(F)cc2)no1 (stereo not drawn)
    2%	4%	-4%	-1.5%	-4%	-4	764	0%	5%	2.8%
41. COc1cccc(C2=NN(C(=O)c3ccco3)C(O)(C(F)(F)F)C2)c1 (stereo not drawn)
    3%	2%	4%	0.9%	-24%	11	720	1%	9%	-5.1%
42. O=C(CNC(=O)c1ccccc1Cl)NC1CCN(Cc2ccccc2)CC1
    -11%	3%	·	·	6%	-2	822	·	1%	·
43. NS(=O)(=O)c1ccc(NC(=O)c2ccc(CSc3ccccc3)o2)cc1
    -9%	-2%	·	·	21%	-3	850	·	36%	·
44. CN(c1nc2ccccc2nc1Cl)S(=O)(=O)c1ccccc1
    -5%	14%	·	·	14%	-13	815	·	-7%	·
45. O=C(CCN1C(=O)C2C3CCC(C3)C2C1=O)Nc1ccc(Br)cc1 (stereo not drawn)
    -2%	2%	5%	-2.9%	11%	12	592	5%	0%	-17%
46. Cc1nnc(C)n1/N=C/c1cccs1
    -6%	-1%	2%	0.9%	-18%	·	·	8%	6%	-6.8%
47. O=C(COn1nnc2ccc(C(F)(F)F)cc21)Nc1c(Cl)cccc1Cl
    -9%	5%	9%	-0.1%	1%	-2	585	-14%	-5%	-3.5%
48. N#Cc1cc(-c2cccc(Cl)c2)c[nH]c1=O
    -7%	4%	4%	-1.8%	3%	22	688	-6%	14%	-1.5%
49. Cc1ccc(C(=O)Nc2ccc(S(=O)(=O)N3CCOCC3)cc2)cc1
    7%	2%	5%	0.0%	5%	8	726	6%	7%	1.3%
50. CC(=O)c1c(O)c2ccccc2n(C(C)C)c1=O
    1%	-2%	-2%	-0.6%	16%	3	680	3%	13%	-8.4%

The list continues:
Fields: LYP inhibition	SIAH1 antagonists	P. falciparum M1AAP	CSM14.1 death rescue	NOD2 inhibition	Hep lipid drop	Hep lipid drop cells 6.5 µM	M17LAP inhibition	AID2073	XIAP displacement
51. O=S(=O)(NC1CCCCC1)c1cccc(-c2nnc(-c3ccccc3)o2)c1
    -7%	0%	10%	-1.5%	20%	·	·	16%	-1%	-1.3%
52. c1ccc(-c2noc(-c3cccc4ccccc34)n2)nc1
    -12%	0%	-1%	-4.4%	-168%	-32	632	12%	10%	-1.6%
53. Cc1ccc2nc(C(C)O)[nH]c2c1 (stereo not drawn)
    -7%	-1%	4%	-1.1%	1%	·	·	9%	10%	-2.7%
54. O=C(c1ccc(Cl)cc1)N1CCN=C1c1ccccc1
    -7%	1%	2%	2.2%	10%	2	625	-2%	-1%	-10%
55. O=C(Nc1ccccc1Oc1ccccc1)C1CCCC1
    -2%	14%	-2%	-0.9%	7%	4	719	4%	1%	0.4%
56. Cc1ccc(CN2CCN(CC(=O)N3CCc4ccccc4C3)C2=O)cc1
    -4%	1%	-4%	0.1%	-38%	-12	663	14%	6%	-8.3%
57. CCOC(=O)N1CCN(CCC(=O)Nc2cccc(C)c2)CC1
    -7%	4%	·	·	9%	14	817	·	-1%	·
58. CCc1cc(S(N)(=O)=O)cc(CC)c1NC(C)=O
    -11%	3%	1%	·	17%	0	682	12%	-4%	·
